# Compound activity (PubChem BioAssay)
# PKM2 act = qHTS Assay for Activators of Human Muscle isoform 2 Pyruvate Kinase. 260,000 tested, 0.34% active. Potency, µM (highest dose often 57.5 µM), for the others: at the highest dose activation, usual class: activators. purified PKM2, Kinase-Glo ATP luminescence, activation; response scale: 0% is enzyme alone, no compound. Pyruvate kinase PKM (Homo sapiens), P14618; also: potency is read from the fitted curve at half-maximal effect; % is scaled to controls: 0 for no effect and ±100 for the full control effect; nearly all actives have a fitted effect of over 55% in size
# Target sequence (P14618 whole entry, looked up, canonical isoform): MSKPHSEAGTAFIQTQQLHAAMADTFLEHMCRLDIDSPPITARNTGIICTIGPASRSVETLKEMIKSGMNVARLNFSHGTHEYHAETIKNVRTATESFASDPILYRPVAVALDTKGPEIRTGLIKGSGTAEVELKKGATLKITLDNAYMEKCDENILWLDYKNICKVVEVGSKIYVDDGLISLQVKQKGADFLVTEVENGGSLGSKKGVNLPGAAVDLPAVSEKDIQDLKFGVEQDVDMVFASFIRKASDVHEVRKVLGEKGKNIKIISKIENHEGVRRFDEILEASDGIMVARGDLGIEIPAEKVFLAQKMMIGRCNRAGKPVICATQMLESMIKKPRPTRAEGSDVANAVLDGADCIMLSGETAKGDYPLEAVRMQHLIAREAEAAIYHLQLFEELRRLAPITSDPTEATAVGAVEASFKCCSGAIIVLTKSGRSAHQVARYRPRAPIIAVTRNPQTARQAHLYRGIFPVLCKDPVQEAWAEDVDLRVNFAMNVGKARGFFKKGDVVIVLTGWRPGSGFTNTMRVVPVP
#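 hPK-M2, >95% pure; 0.1 mM ADP / 0.5 mM PEP final; imidazole pH7.2 buffer w/ 7 mM MgCl2, 50 mM KCl; 1 h RT; Kinase-Glo lum. Intermediate enzyme activity for dual inhibitor/activator qHTS.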
# FLuc modulator = qHTS profiling assay for firefly luciferase inhibitor/activator using purifed enzyme and Km concentrations of substrates (counterscreen for miR-21 project) | Luciferin 4-monooxygenase (Photinus pyralis), P08659 | purified FLuc, Km substrates, luminescence inhibition | Potency, µM (doses to about 57.5 µM), without a hit: top-dose activity change, negative = inhibition, hits mostly inhibitors | 360,000 tested, 6.9% active | AID 588342, 2011;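 also: potency is read from the fitted curve at half-maximal effect; plate controls were vehicle for no effect and reference inhibitor for full effect; nearly all actives have a fitted effect of over 55% in size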
# Target sequence (P08659 whole entry, looked up): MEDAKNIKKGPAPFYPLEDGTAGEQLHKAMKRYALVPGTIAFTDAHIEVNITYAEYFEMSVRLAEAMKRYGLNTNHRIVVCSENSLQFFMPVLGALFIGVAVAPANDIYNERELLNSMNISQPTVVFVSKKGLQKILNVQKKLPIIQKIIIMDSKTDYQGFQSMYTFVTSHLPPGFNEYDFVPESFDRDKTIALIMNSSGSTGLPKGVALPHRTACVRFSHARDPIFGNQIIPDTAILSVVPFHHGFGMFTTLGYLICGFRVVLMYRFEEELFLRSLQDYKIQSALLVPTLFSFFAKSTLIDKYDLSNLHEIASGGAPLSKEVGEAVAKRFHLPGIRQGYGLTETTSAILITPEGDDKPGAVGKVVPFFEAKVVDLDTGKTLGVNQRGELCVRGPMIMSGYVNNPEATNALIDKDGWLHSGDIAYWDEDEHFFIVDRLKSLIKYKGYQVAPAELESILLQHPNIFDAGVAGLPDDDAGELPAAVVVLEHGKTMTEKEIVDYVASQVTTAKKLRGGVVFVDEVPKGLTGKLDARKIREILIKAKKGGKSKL
#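 Biochemical qHTS of compounds, final roughly 60 µM downward over six points, against 10 nM purified firefly luciferase using Km concentrations of substrates (10 uM D-luciferin, 10 uM ATP) in Tris acetate pH 7.5 buffer; luminescence output.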
# BRCA1 expr act = qHTS Assay to Identify Small Molecule Activators of BRCA1 Expression; MCF7-BRCA1-FFLuc reporter, luminescence, 48 h; response scale: scaled: vehicle 0%, 10 µM genistein 100%; Potency, µM (titrated, usually from 46.1 µM), inactives show at the highest dose activation, hits mostly activators; 380,000 tested, 1.1% active; also: potency is read from the fitted curve at half-maximal effect; nearly all actives have a fitted effect of over 80% in size; some results filed as inactive show a strong effect at the top dose
#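 Quantitative HTS in MCF7 cells stably reporting BRCA1 expression via firefly luciferase. Compound treatment lasts 48 h at 37 °C in phenol-red free MEM. Activation is expressed relative to genistein at 10 microM and DMSO.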
# Rab9 promoter act = qHTS Assay for Rab9 Promoter Activators; Huh7 Rab9 promoter-luciferase reporter, luminescence, 24 h; Potency, µM (doses to about 9.22 µM), without a hit: at the top dose activation, negative = inhibition, most hits filed as activators; 320,000 tested, 2.8% active; also: potency is read from the fitted curve at half-maximal effect; % of control where 0% means no effect; nearly all actives have a fitted effect of over 60% in size
#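 Cell-based reporter: Huh7 stable for Rab9 promoter-driven luciferase, plated in reduced-serum medium with 10% FBS at 1500 cells/well, compound-treated 24 h at 37 °C, luminescence read after 10 min reagent.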
# Giardia kill = Small Molecules that selectively kill Giardia lamblia: qHTS. Giardia lamblia trophozoite viability. activity change, % at 7.66 µM, hits read low. 340,000 tested, 0.15% active. AID 540267, 2011; in the data active = activity change below about -80%; inconclusive = between about -30% and that limit;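 also: parasites exposed to compound for two days anaerobically before the ATP read; % is scaled to controls: 0 for no effect and ±100 for the full control effect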
#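 Luminescence from cellular ATP indicates surviving trophozoites (100 cells/well) following 48 hrs anaerobic compound treatment at 37 deg C; signal develops 15-30 min at room temperature.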
# Menin MLL FP TR = qHTS Assay for Inhibitors Targeting the Menin-MLL Interaction in MLL Related Leukemias: Competition With Texas Red Labeled MLL-derived Mutant Peptide | O00255 | Potency, µM (doses to about 61.6 µM), inactives show at the top dose FP activity change, negative = inhibition, hits mostly inhibitors | Menin + Texas Red MLL mutant peptide, fluorescence polarization | 270,000 tested, 0.23% active; active = well fitted inhibition curve with a large enough effect in the polarisation, with a control signal flat, not every such curve was filed as active; inconclusive = small, poorly fitted or top-dose-only effect, or effect the other way, or a change in a side signal; inactive = no such curve, though single readings can be large or run the other way; the % refers to the polarisation; also: potency is read from the fitted curve at half-maximal effect; % of control where 0% means no effect; many of its hits are not listed in these tables
# ELG1 genotox = qHTS screen for small molecules that induce genotoxicity in human embryonic kidney (HEK293T) cells expressing luciferase-tagged ELG1; HEK293T ELG1-luciferase reporter, luminescence, 16 h; Potency, µM (top dose mostly 46 µM), inactives show top-dose activity change, positive = activation, hits mostly activators; 330,000 tested, 1.3% active; also: potency is read from the fitted curve at half-maximal effect; % of control where 0% means no effect; nearly all actives have a fitted effect of over 60% in size
#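 Cells (2,000/well) expressing the ELG1-luciferase fusion are dosed by pin tool and kept 16 hr at 37 °C, 5% CO2. Signal comes from ONE-Glo luciferase reagent after 30 min at room temperature.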
# NPC1 prom act = qHTS Assay for NPC1 Promoter Activators. Huh7 NPC1 promoter luciferase reporter, 24 h. Potency, µM (top dose mostly 9.22 µM), for inactives: at the top dose activation, usual class: activators. 320,000 tested, 2.4% active;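 also: potency is read from the fitted curve at half-maximal effect; % of control where 0% means no effect; nearly all actives have a fitted effect of over 60% in size; reporter is driven by a mutant NPC1 promoter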
#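 Huh7 reporter cells (NPC1 promoter driving luciferase) are dosed with compound for 24 h at 37 °C, 5% CO2; luciferase detection reagent is then added and luminescence measured after 10 min at ambient temperature.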
# RORgamma inh = qHTS for inhibitors of ROR gamma transcriptional activity; Drosophila S2 Gal4-RORgamma UAS-luciferase reporter, 20 h; Potency, µM (series often up to 53.6 µM), for the others: top-dose activity change, negative = inhibition, actives largely listed as inhibitors; 310,000 tested, 5.4% active; AID 2551, 2010; also: potency is read from the fitted curve at half-maximal effect; % is scaled to controls: 0 for no effect and ±100 for the full control effect; nearly all actives have a fitted effect of over 60% in size
#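 Compounds are pin-transferred onto Drosophila Schneider cells expressing a copper-inducible Gal4–ROR gamma transactivation domain fusion. After 1 hr, copper sulfate is added to 700 uM final; luciferase is read 20 hr later.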
# Gal4-VP16 FLuc = VP16 counterscreen qHTS for inhibitors of ROR gamma transcriptional activity | 310,000 tested, 3.5% active | Potency, µM (top dose mostly 53.6 µM), inactives show at the top dose activity, negative = inhibition, usual class: inhibitors | Drosophila S2 Gal4-VP16 UAS-luciferase, luminescence, 20 h;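 also: Gal4-VP16 expression switched on by copper sulfate through the metallothionein promoter; potency is read from the fitted curve at half-maximal effect; % is scaled to controls: 0 for no effect and ±100 for the full control effect; nearly all actives have a fitted effect of over 50% in size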
# p53 reactivator = qHTS assay for re-activators of p53 using a Luc reporter; H1299 p53-A138V BP100-luciferase reporter, luminescence, 24 h; Potency, µM (titrated, usually from 92.2 µM), for the others: top-dose activity change, positive = activation, hits mostly activators; 320,000 tested, 0.063% active; also: potency is read from the fitted curve at half-maximal effect; % of control where 0% means no effect; nearly all actives have a fitted effect of over 45% in size
#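 p53-null H1299 cells stably carrying temperature-sensitive p53-A138V and a BP100-luciferase reporter were pinned with compounds (4-point, 1:5 series) and held 24 hrs at 37 deg C. Luminescence was read 10 min after detection reagent.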
# Active calls of the source: *; ? = inconclusive; · = not tested or not shown; [ ] = remark or other dose. Unless noted, calls follow the shape of the dose curve; as a rule, active = well fitted curve in the direction sought with a large enough effect; inconclusive = small, poorly fitted or top-dose-only effect, or another doubt; inactive = no such curve, though single readings can be large; an effect the other way counts as inactive or inconclusive. The list is partial; count on the stated rates, not on these rows.
SMILES,PKM2 act,FLuc modulator,BRCA1 expr act,Rab9 promoter act,Giardia kill,Menin MLL FP TR,ELG1 genotox,NPC1 prom act,RORgamma inh,Gal4-VP16 FLuc,p53 reactivator
O=c1[nH]c(=O)n(Cc2ccccc2)c2nc(-c3ccc(C(F)(F)F)cc3)n(CCO)c12,·,0%,0%,0%,-3,?,4%,0%,4%,-12%,?
Cc1cc(=O)oc2c(CN3CCCC3)c(O)ccc12,·,0%,18%,0%,18,3%,-2%,-1%,5%,-1%,-1%
CCCSc1nc2cc(C)c(C)cc2n1CC(O)CO (stereo not drawn),0%,?,24%,1%,-11,-9%,11%,-4%,12%,0%,5%
COc1cccc(C(=O)Nc2ccc3c(c2)n(C)c(=O)n3C)c1,-1%,?,-61%,12%,8,19%,?,0%,-7%,0%,·
O=C(CCN1C(=O)C2CC=CCC2C1=O)Nc1ccccc1Cl (stereo not drawn),4%,-1%,25%,5%,-1,·,5%,5%,17%,-7%,0%
CN(C(=O)COC(=O)c1c[nH]c(=O)[nH]c1=O)C1CCCCC1,1%,2%,0%,-2%,-2,-6%,-4%,1%,-6%,2%,-26%
COc1ccc(/C=C/C(=O)OCC(=O)Nc2c(C)cccc2C)cc1,2%,-4%,-8%,-7%,13,-5%,0%,-5%,0%,-8%,-1%
CS(=O)(=O)N(CC(=O)Nc1cccc(Cl)c1)c1ccccc1Cl,-2%,1%,5%[1.84 µM],11%,-2,13%,-4%,0%,15%,1%,-2%
Cc1cc(=O)[nH]c(SCc2nnnn2-c2ccc(Cl)cc2)n1,23%,3%,-26%,2%,20,-9%,-1%,-2%,-2%,-2%,3%
C=CCOc1c(OC)cc(Cl)cc1C1NC(=O)NC(C)=C1C(C)=O (stereo not drawn),-3%,0%,-2%,·,-27,-6%,·,·,2%,11%,·
COc1ccc(C2N(c3ccccc3)C(=O)C2(F)F)cc1OC (stereo not drawn),·,-1%,-4%,-1%,0,6%,0%,-5%,5%,-6%,-9%
CCC(Sc1nncn1C)C(=O)Nc1nnc(-c2ccccc2Cl)s1 (stereo not drawn),-8%,-20%,-25%,3%,-15,12%,?,16%,?,8%,1%
Cn1nc(C(=O)OCC(=O)Nc2sccc2C(N)=O)c2ccccc2c1=O,-2%,3%,-9%,-1%,-4,·,-4%,1%,6%,-5%,-1%
NC(=O)c1cc([N+](=O)[O-])c(Cl)cc1NCc1ccccn1,·,-6%,-54%,-3%,32[activator],·,-1%,2%,·,·,8%
CC(OC(=O)[C@H](C)NC(=O)c1ccccc1Cl)C(=O)NCc1ccc2c(c1)OCO2 (stereo partly drawn),·,0%,-2%,-6%,-7,·,1%,-1%,·,·,0%
O=C(CSc1ccsc1[N+](=O)[O-])Nc1cccc(F)c1,4%,-7%,-17%,6%,?,?,-6%,2%,21%,-10%,4%
CCC(C)Sc1ccc([C@H]2N[C@@](Cc3ccccc3)(C(=O)OC)[C@H]3C(=O)N(CC)C(=O)[C@@H]23)cc1OC (stereo partly drawn),·,-7%,-6%,5%,-24,·,-11%,5%,·,·,?
CS(=O)(=O)c1ccc(Cl)c(NC(=O)CN2CCCC2c2ccc3c(c2)OCCCO3)c1 (stereo not drawn),·,4%,-19%,-4%,4,·,-4%,-1%,·,·,28%
O=C(NCCN1CCOCC1)Nc1cccc(Cl)c1,-8%,-5%,2%,-2%,-1,9%,11%,0%,27%,2%[10 µM],0%
Cc1ccc(C(=O)COC(=O)CNC(=O)c2ccc(N3C(=O)c4ccccc4C3=O)cc2)cc1C,22%,-21%,-4%,-5%,9,?,0%,-1%,-9%,-14%,2%
Cc1sc(NC(=O)c2sc3nc4c(C)cccc4cc3c2N)c(C#N)c1C,-8%,0.54µM*,-30%,?,26,?,?,26%,?,0%,-6%
COc1ccc(CCNC(=O)CSc2nnc3ccccn23)cc1,-15%,3%,8%,3%,0,-10%,1%,-1%,6%,3%,-4%
CC(=O)c1cccc(S(=O)(=O)N2CCC(C(=O)O)(c3ccccc3)CC2)c1,·,0%,-12%,-4%,7,·,4%,-3%,5%,-2%,-1%
O=C(Nc1ccc(F)cc1F)c1cc(-c2ccco2)on1,-4%,4.3µM*,4%,7%,25,-3%,?,-8%,7%,4%,?
COCC(C)n1c(SCC(=O)NNC(=O)c2ccccc2)nc2ccccc2c1=O (stereo not drawn),-1%,11%,-4%,-3%,-7,-11%,6%,-4%,10%,-2%,-15%
COc1cc(/C=N/NC(=O)COc2c(C)cc([N+](=O)[O-])cc2C)ccc1OC(=O)c1ccccc1,-3%,1%,-21%,-5%,17,-8%,2%,0%,24%,24%,7%
Nc1nc(-c2cccnc2)nn1C(=O)c1ccccc1Cl,3%,-1%,-15%,1%,13,3%,2%,-2%,-11%,-7%,-4%
Cc1cc(N2CCCCC2)ccc1[N+](=O)[O-],-23%,-17%,10%,9%,1,1%,-3%,1%,1%,2%,-1%
CC(NC(=O)c1cnc2n(c1=O)CCS2)c1ccccc1 (stereo not drawn),-3%,3%,24%,-1%,-10,-16%,1%,-6%,9%,-7%,-5%
COc1ccccc1N=C1SC(C)CN1C(=O)C1CCC1 (stereo not drawn),-13%,2%,·,8%,·,-1%,-7%,10%,9%,-6%,-4%
Cc1ccc(S(=O)(=O)NNC(=O)Nc2ccc(C)c(C)c2)c(C)c1,-8%,-2%,-19%,-5%,25,·,2%,-3%,-8%,-6%,1%
O=C(c1c(F)cccc1F)N1CCC(O)(c2cccnc2)CC1,6%,6%,-9%,-2%,0,9%,2%,-2%,18%,-3%,-4%
O=c1c2c3c(sc2nc(N2CCNCC2)n1CCc1ccccc1)CCCCC3,-2%,2%,-16%,1%,-11,·,2%,-5%,-5%,9%,0%
N#Cc1cccc(NC(=O)Cn2cnc(S(=O)(=O)N3CCc4ccccc43)c2)c1,·,-2%,0%,-13%,-4,·,-5%,-3%,?,-1%,-6%
COc1cc(CNc2ccccc2SC)ccc1O,-10%,?,-35%,8%,-11,9%,3%,-2%,1%,5%,19%
Cc1ccc(N2C(=O)c3ccccc3C2=O)cc1Cl,-3%,?,-19%,10%,17,-17%,8%,0%,?,0%,?
Cc1noc(C)c1CSCC(=O)NC1=NCCS1,3%,-1%,-26%,-10%,22,0%,1%,-4%,?,3%,-4%
O=C(COC(=O)COc1cccc(Br)c1)Nc1c(Cl)cccc1Cl,-4%,-2%,2%,0%,3,-2%,0%,2%,-11%,-18%,-5%
CN=C(Nc1cc(C)nn1-c1ccccc1)c1ccccc1F,1%,2%,3%,-4%,4,9%,-2%,2%,-20%,-4%,-5%
Cc1ncc([N+](=O)[O-])n1CCOC(=O)Nc1ccc(Cl)c(Cl)c1,-9%,-5%,-25%,-1%,-90*,?,-2%,-2%,39%,-16%,-14%
COc1ccc(Cn2nnc3c(=O)[nH]c(C4CCN(S(=O)(=O)c5ccc(C)cc5)CC4)nc32)cc1,·,-2%,-33%,-1%,-22,·,-2%,-2%,?,-17%,3%
CC(=O)NNC(=S)NC(=O)c1ccccc1,-10%,-1%,17%,0%,-12,10%,-4%,-11%,?,-24%,5%
CCN1CCN(CCNC(=O)c2ccc3c(c2)N(Cc2ccc(F)cc2)C(=O)c2ccccc2S3=O)CC1 (stereo not drawn),·,1%,-6%,-1%,?,·,1%,-6%,-3%,-5%,7%
O=C(Nc1cccc(C(=O)O)c1)/C(=C\c1ccccc1)NC(=O)c1cccc2ccccc12,-2%,21µM*,0%,0%,11,3%,0%,-4%,-13%,-5%,4%
CCn1cc(Cl)c(C(=O)N2N=C(c3ccc4ccccc4c3)CC2c2ccccc2O)n1 (stereo not drawn),22%,-4%,-70%,-2%,-3,-15%,-17%,-1%,?,16µM*,-6%
Cc1ccc(NC(=S)N2CCC(N(C)CC3CCCO3)CC2)cc1 (stereo not drawn),-2%,1%,-2%,-3%,-8,-10%,1%,-2%,-17%,-4%,5%
